# Imprint erasure: qHTS Assay for Compounds that Induce Erasure of Genomic Imprints; mouse ES Peg3-LacZ reporter, beta-gal luminescence, 40 h; Potency, µM (titrated, usually from 60.7 µM), for the others: top-dose activity change, positive = activation, hits mostly activators; 0.02% of 110,000 active;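 further: 0% = negative control wells on the plate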
#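 Each well holds 300 Peg3LacZ-Neo (maternal) female ES cells incubated 40 h at 37C, 5% CO2. LacZ is measured by BetaGlo luminescence, with AC50 and maximum efficacy derived from dose-response curves.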
# p53ts 32C kill: qHTS Screen for Compounds that Selectively Target Cancer Cells with p53 Mutations: Cytotoxicity of p53ts Cells at the Permissive Temperature; AID 924, 2007; 0.93% of 130,000 active; Potency, µM (top dose mostly 46.1 µM), for inactives: top-dose activity change, negative = cytotoxicity, usual class: cytotoxic; H1299-p53A138V at 32C, ATP luminescence viability, 24 h;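 further: 0% = DMSO and -100% = full killing by reference compound; nearly all actives have a fitted effect of over 55% in size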
#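 ATP-content luminescence (ATPlite) read-out after 24 h compound exposure at 32C in H1299-p53A138V cells (600/well). Tested up to 46 uM. Normalized to DMSO (0%) and 100 uM tamoxifen (100% killing); Hill-fit AC50.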
# IkB sig inh: IkB Signaling; ABC-DLBCL IkBa-CBG/CBR dual luciferase ratio, 4 h; response scale: scaled: untreated 0%, proteasome inhibitor 100%; Potency, µM (highest dose often 57.1 µM), for the others: at the highest dose IkBa stabilization activation; 0.04% of 110,000 active; AID 445, 2006; active means well fitted curve in the direction sought with a large enough effect in the signal ratio, not every such curve was filed as active; inconclusive means small, poorly fitted or top-dose-only effect, or a change in a side signal; the % refers to the signal ratio;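 further: the direction sought is a rising ratio; 0% = basal untreated cells and 100% = reference inhibitor full response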
#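 In this assay, an IκBα–CBG68 fusion accumulates when IKK-driven degradation is blocked; native CBR normalizes for cell number. OCI-Ly3 cells were treated 4 h with compound and doxycycline, then green and red light read after Chroma-Glo addition.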
# p53ts 39C kill: qHTS Screen for Compounds that Selectively Target Cancer Cells with p53 Mutations: Cytotoxicity of p53ts Cells at the Nonpermissive Temperature. H1299-p53A138V viability at 39C, ATP luminescence, 24 h. Potency, µM (titrated, usually from 46.1 µM), inactives show top-dose activity change, negative = cell killing, actives largely listed as cytotoxic. 1.5% of 130,000 active. AID 902, 2007; further: nearly all actives have a fitted effect of over 55% in size
# Starred values were filed as active, the others as inactive; ? = inconclusive; . = not tested or not shown; [ ] = remark or other dose. Unless noted, the call rests on the fitted dose curve; in most records, active means well fitted curve in the direction sought with a large enough effect; inconclusive means small, poorly fitted or top-dose-only effect, or another doubt; inactive means no such curve, though single readings can be large; an effect the other way counts as inactive or inconclusive. Unless noted, on the % scale 0 is the no-effect control and ±100 the full control effect; potency means the concentration at half of the fitted maximal effect.
No.	smiles	Imprint erasure	p53ts 32C kill	IkB sig inh	p53ts 39C kill
1	CCc1ccc(NC2=NC(C(=O)NC3CCCCC3)CC(=O)N2)cc1 (stereo not drawn)	2%	13%	-1.4%	9%
2	Cc1cc(C)cc(N(C(C)C(=O)Nc2c(C)n(C)n(-c3ccccc3)c2=O)S(C)(=O)=O)c1 (stereo not drawn)	-2%	6%	1.1%	7%
3	CC(=O)Nc1ccc(C(=O)CSc2nnc3cc(C)c4ccccc4n23)cc1	-4%[10.9 µM]	5%	0.3%	16%
4	COc1cccc(C(=O)OC(C)CN2CCCC2)c1 (stereo not drawn)	-51%[inhibitor]	6%	-0.1%	12%
5	CCN(CC)S(=O)(=O)c1nnc(NC(=O)c2ccc(C(C)C)cc2)s1	-4%[10.9 µM]	-7%	-1.3%	-29%
6	COc1ccc(NC(=O)CSc2nc3nc(C)c(Cc4ccccc4Cl)c(C)n3n2)cc1OC	-13%[10.9 µM]	5%	-0.6%	-11%
7	O=C(Nc1ccc2c(c1)OCCO2)c1c(F)c(F)c(F)c(F)c1F	15%	-8%	?	1%
8	COc1ccc(NC(=O)c2c(C)oc3ccc(O)c(CN4CCN(Cc5ccccc5)CC4)c23)cc1Cl	-17%[10.9 µM]	8%	?	-16%
9	COCCCNC(=O)c1cc2c(=O)n3cccc(C)c3nc2s1	-36%[inhibitor][10.9 µM]	-9%	-7.4%	-16%
10	Cc1c(NC(=O)Cn2nc(C(=O)O)c3ccccc3c2=O)c(=O)n(-c2ccccc2)n1C	17%	0%	1.1%	0%
11	CS(=O)(=O)Nc1ccc(OCc2ccccc2)cc1	-45%[inhibitor]	-15%	1.0%	-17%
12	CSC1=C(C#N)C(CC(C)C)C(C(C)=O)=C(C)N1 (stereo not drawn)	-14%	12%	5.0%	-3%
13	Cn1c(N)c(C(=O)CSc2nc3ccccc3n2-c2ccccc2)c(=O)n(C)c1=O	-7%	-13%	0.7%	3%
14	CC(C)=CCC1(CC=C(C)C)C(=O)C(C(=O)c2ccccc2)=C2OC(C)(C)CCC2(CC=C(C)C)C1=O (stereo not drawn)	.	1%[9.22 µM]	.	3%[9.22 µM]
15	CC(C)c1nnc(NC(=O)CCC(=O)NCC2CCCO2)s1 (stereo not drawn)	-18%	2%	-0.3%	-9%
16	CCC(Cc1ccccc1)NC(=O)c1cccc(Nc2nc3ccccc3nc2-n2nc(C)cc2C)c1 (stereo not drawn)	21%[10.9 µM]	8%	7.3%	6%
17	COc1cc(C2SC[C@H]3C(=O)N(c4ccccc4)C(=O)N23)cc(OC)c1OC (stereo partly drawn)	-11%[10.9 µM]	4%	-0.9%	-4%
18	CC(c1nnc(SCn2nnc3ccccc3c2=O)n1-c1ccc(Cl)cc1)N(C)C (stereo not drawn)	-14%	11%	1.0%	13%
19	O=C(Nc1ccon1)c1cccc(Cl)c1	-23%	14%	-1.6%	22%
20	Cc1sc(NC(=O)CSc2nnnn2C2CCCC2)c(C#N)c1C	-12%	-2%	0.4%	-8%
21	COC(=O)c1cc(CSc2nnc(-c3ccccc3)c(-c3ccccc3)n2)oc1C	-18%	2%	1.3%	12%
22	COc1ccccc1-c1nc2c3c(-c4ccccc4)c(-c4ccccc4)oc3ncn2n1	11%[10.9 µM]	-3%	1.6%	4%
23	Clc1cccc(CSc2nnc([C@@H]3CCCN3)o2)c1	-9%	-10%	2.2%	0%
24	COc1ccc(CCn2c3c(c(=O)[nH]c2=O)C(NC(=O)c2ccccc2OC)(C(F)(F)F)C(=O)N3)cc1OC (stereo not drawn)	13%[10.9 µM]	-5%	-3.3%	18%
25	CCOc1ccc2oc(=O)cc(CN3CCN(c4ccc(Cl)cc4)CC3)c2c1	-8%[10.9 µM]	9%	-1.0%	35%[activator]
26	Cc1ccc(CCNC(=O)c2cc3cc4cc(C)ccc4nc3s2)cc1	?	4%	?	1%
27	COc1ccc(CNC(=O)c2ccccc2SC)cc1	-20%	0%	2.0%	6%
28	Cc1ccc(S(=O)(=O)NC(=O)NC(C)(C)C)cc1	-7%	-1%	2.4%	5%
29	O=C(CSc1ncnc2c1oc1ccccc12)Nc1ccc2c(c1)OCCO2	-27%	-12%	-1.3%	?
30	O=C(NCc1cccnc1)c1ccccc1Br	-9%	6%	-1.6%	9%
31	O=C(COC(=O)c1ccccc1S(=O)(=O)N1CCCCC1)NCC(F)(F)F	18%	-6%	?	-12%
32	CCCCSCCCNC(=O)c1cn(C)c2ccc(S(=O)(=O)N3CCCCC3)cc2c1=O	6%[10.9 µM]	12%	-1.9%	16%
33	Cc1cc2ccccc2n1-c1ccc(C(=O)N2CCC(C(=O)NCc3ccc(F)cc3)CC2)s1	-11%[10.9 µM]	14%	?	-15%
34	Cc1c(NC(=O)OCCNC(=O)Nc2ccccc2)sc(=S)n1C	-9%	-1%	1.6%	1%
35	Cc1ccc(S(=O)(=O)C(CNC(=O)COc2ccccc2)c2ccco2)cc1 (stereo not drawn)	7%[10.9 µM]	2%	2.0%	6%
36	CCCS(=O)(=O)N1CCN(Cc2ccncc2)CC1	0%	3%	0.3%	7%
37	O=C(C1CCCCC1)N1CCC(n2nnc3ccccc32)CC1	-11%	1%	-0.8%	9%
38	COc1ccccc1-c1nnc(SCC(=O)N2CCOCC2)o1	-28%	-3%	?	-12%
39	COCCN(C(=O)Nc1ccccc1)C(C)c1cccnc1 (stereo not drawn)	-24%	9%	-4.2%	3%
40	Cc1ccc(N2CC(C(=O)OCc3ccccc3)CC2=O)cc1 (stereo not drawn)	3%	1%	-1.4%	5%

# A different layout for part of the listing above.
31	O=C(COC(=O)c1ccccc1S(=O)(=O)N1CCCCC1)NCC(F)(F)F
32	CCCCSCCCNC(=O)c1cn(C)c2ccc(S(=O)(=O)N3CCCCC3)cc2c1=O
33	Cc1cc2ccccc2n1-c1ccc(C(=O)N2CCC(C(=O)NCc3ccc(F)cc3)CC2)s1
assay / compound | 31 | 32 | 33
Imprint erasure | 18% | 6%[10.9 µM] | -11%[10.9 µM]
p53ts 32C kill | -6% | 12% | 14%
IkB sig inh | ? | -1.9% | ?
p53ts 39C kill | -12% | 16% | -15%

# Next part
No.	smiles	Imprint erasure	p53ts 32C kill	IkB sig inh	p53ts 39C kill
41	CCc1nc(C)cn1S(=O)(=O)c1cc(Br)c(C)cc1OC	-15%	-7%	?	1%
42	O=C(NCCc1ccc(F)cc1)C(=O)NCC(c1cccs1)S(=O)(=O)c1cccs1 (stereo not drawn)	-15%[10.9 µM]	-5%	2.0%	-3%
43	CSc1ncc(Cl)c(C(=O)NCc2ccc(C)cc2)n1	6%[10.9 µM]	12%	-0.1%	2%
44	O=c1oc2ccccc2c(N2CCCCC2)c1CN1CCCC1	.	-19%	.	-10%
45	CCCN(CCC)C(=O)Cn1c(=O)n(Cc2ccc(C(=O)NCCc3ccc(Cl)cc3)cc2)c(=O)c2ccccc21	-8%[10.9 µM]	4%	2.0%	-16%
46	CSCCC(NS(=O)(=O)c1ccc2c(c1)oc(=O)n2C)C(=O)N1CCN(c2cc(Cl)ccc2C)CC1 (stereo not drawn)	-13%[10.9 µM]	-1%	?	3%
47	Cc1cccc(N2CCN(C(=O)c3cc(S(=O)(=O)N4CCC(C)CC4)cn3C)CC2)c1C	-11%[10.9 µM]	8%	4.6%	2%
48	CC(NC(=O)C1CCCN(S(=O)(=O)c2cccs2)C1)c1ccccc1 (stereo not drawn)	-13%	9%	5.1%	-1%
49	Cc1cc(C=C2C(=O)CCCC2=O)c(C)n1-c1ccccc1	.	?	.	4%
50	Cc1nnc(SCc2ccccc2Cl)c2cc3occc3n12	11%[10.9 µM]	8%	-4.9%	-12%
51	CN(C)c1ccc(C(CNS(=O)(=O)c2ccc(F)cc2)N2CCOCC2)cc1 (stereo not drawn)	6%[10.9 µM]	2%	-3.7%	-2%
52	COC(=O)C1=CNC=C(C(=O)OC)C1c1ccc(C(=O)OC)cc1	14%	19%	-3.0%	8%
53	Cc1ccc(OCC(=O)NCC(c2ccc(Cl)cc2)N2CCCCC2)cc1 (stereo not drawn)	-7%[10.9 µM]	-5%	1.7%	-10%
54	O=C(NCc1cccs1)c1ccc2c(=O)n3nc(Nc4ccccc4)sc3nc2c1	-17%[10.9 µM]	?	?	-8%
55	N#CCCN1CCN(S(=O)(=O)c2ccc(S(=O)(=O)N3CCCCCC3)cc2)CC1	-1%	-3%	1.1%	12%
56	CCOc1ccc(S(=O)(=O)Nc2cc3c(C(=O)OC)c(COC)oc3c3ccccc23)cc1	-29%[10.9 µM]	15%	8.2%	-16%
57	Cc1cc(C)nc(N2CCC(C(=O)Nc3nnc(C)s3)CC2)n1	0%	4%	-0.8%	6%
58	COc1ccccc1Nc1nn2c(=O)c3ccc(C(=O)NC4CCCCC4)cc3nc2s1	6%[10.9 µM]	-10%	-1.8%	-23%
59	COc1ccc(S(=O)(=O)N2CCN(CCO)CC2)cc1-c1nnc2c3ccccc3c(C)nn12	-4%	6%	-1.6%	1%
60	COc1ccc(OCc2nc3c4c(-c5ccc(OC)cc5)c(-c5ccc(OC)cc5)oc4ncn3n2)cc1	22%[10.9 µM]	6%	2.8%	-2%

# Shown field by field: entries from further up
[23] Clc1cccc(CSc2nnc([C@@H]3CCCN3)o2)c1
  Imprint erasure: -9%
  p53ts 32C kill: -10%
  IkB sig inh: 2.2%
  p53ts 39C kill: 0%

[24] COc1ccc(CCn2c3c(c(=O)[nH]c2=O)C(NC(=O)c2ccccc2OC)(C(F)(F)F)C(=O)N3)cc1OC (stereo not drawn)
  Imprint erasure: 13%[10.9 µM]
  p53ts 32C kill: -5%
  IkB sig inh: -3.3%
  p53ts 39C kill: 18%

[25] CCOc1ccc2oc(=O)cc(CN3CCN(c4ccc(Cl)cc4)CC3)c2c1
  Imprint erasure: -8%[10.9 µM]
  p53ts 32C kill: 9%
  IkB sig inh: -1.0%
  p53ts 39C kill: 35%[activator]

[26] Cc1ccc(CCNC(=O)c2cc3cc4cc(C)ccc4nc3s2)cc1
  Imprint erasure: ?
  p53ts 32C kill: 4%
  IkB sig inh: ?
  p53ts 39C kill: 1%

# Further records follow:
No.	smiles	Imprint erasure	p53ts 32C kill	IkB sig inh	p53ts 39C kill
61	CCOc1ccc(-c2nc(CSCC(=O)NCCN3CCOCC3)c(C)o2)cc1	-16%	-13%	1.8%	-20%
62	Cc1ccc(C(=O)N2CCCC(c3nc4c(nnn4Cc4ccccc4)c(=O)[nH]3)C2)cc1 (stereo not drawn)	-7%	2%	-0.7%	-2%
63	CSc1cccc(-n2cc(-c3ccc4c(c3)OCO4)[nH]c2=O)c1	-23%	-20%	8.9%	-28%
64	C=CCN1C(=O)CS/C1=C(\C#N)S(=O)(=O)c1ccc(C)cc1	17%	-1%	1.8%	6%
65	CCOC(=O)c1cn(CC)c2cc(N3CCCCC3)c(F)cc2c1=O	-11%	1%	0.0%	6%
66	Cc1nc(NCCN2CCOCC2)c2nnn(Cc3c(F)cccc3Cl)c2n1	.	-1%	0.3%	16%
67	COC(=O)[C@@H]1CC[C@H](C)[C@@H](c2ccc(C)cc2)N1C(=O)c1ccc(/C=N\OC[C@@H]2O[C@H](c3ccccc3)C=C[C@@H]2Oc2ccc(OC)cc2)cc1	.	1%[9.22 µM]	.	12%[9.22 µM]
68	Cc1oc2ccc(O)c(CN3CCN(Cc4ccccc4)CC3)c2c1C(=O)Nc1ccccc1	-20%[10.9 µM]	15%	?	-2%
69	Cc1cccc(NC(=O)c2c(C)oc3ncn(CC(C)C)c(=O)c23)n1	-11%[10.9 µM]	-1%	-3.0%	-10%
70	CCOC(=O)c1[nH]c2ccccc2c1NC(=O)c1cc(OC)c(OC)c(OC)c1	-13%	7%	2.6%	-3%
71	CN(C)S(=O)(=O)c1ccc(C(=O)NCCSc2c(-c3ccccc3)[nH]c3ccccc23)cc1	-14%[10.9 µM]	-2%	?	7%
72	CCSc1nc(-c2cccc(Cl)c2)nc2c1Cc1c(CO)cnc(C)c1O2	-10%[10.9 µM]	4%	0.3%	-10%
73	COc1cc(C(c2sc3ncnn3c2O)N2CCN(c3ccccc3F)CC2)cc(OC)c1OC (stereo not drawn)	-14%	11%	1.0%	-11%

# Source: PubChem BioAssay (National Center for Advancing Translational Sciences (NCATS))
